TRPC4 PAM = allosterically enhances the mouse TRPC4 cation channel; Q9QUQ5; HEK293 TRPC4beta/mu-opioid, DAMGO EC20, Fluo-4 Ca2+ flux; stronger effect = higher value; B-score at 10 µM; 0.42% of 310,000 active; AID 2227;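 active means B-score of calcium response area above 5 SD of library B-scores, with initial fluorescence ratio within 5 SD of library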;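 further: B-score of integrated fluorescence ratio over time as area under calcium response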
Target sequence (Q9QUQ5 whole entry, looked up): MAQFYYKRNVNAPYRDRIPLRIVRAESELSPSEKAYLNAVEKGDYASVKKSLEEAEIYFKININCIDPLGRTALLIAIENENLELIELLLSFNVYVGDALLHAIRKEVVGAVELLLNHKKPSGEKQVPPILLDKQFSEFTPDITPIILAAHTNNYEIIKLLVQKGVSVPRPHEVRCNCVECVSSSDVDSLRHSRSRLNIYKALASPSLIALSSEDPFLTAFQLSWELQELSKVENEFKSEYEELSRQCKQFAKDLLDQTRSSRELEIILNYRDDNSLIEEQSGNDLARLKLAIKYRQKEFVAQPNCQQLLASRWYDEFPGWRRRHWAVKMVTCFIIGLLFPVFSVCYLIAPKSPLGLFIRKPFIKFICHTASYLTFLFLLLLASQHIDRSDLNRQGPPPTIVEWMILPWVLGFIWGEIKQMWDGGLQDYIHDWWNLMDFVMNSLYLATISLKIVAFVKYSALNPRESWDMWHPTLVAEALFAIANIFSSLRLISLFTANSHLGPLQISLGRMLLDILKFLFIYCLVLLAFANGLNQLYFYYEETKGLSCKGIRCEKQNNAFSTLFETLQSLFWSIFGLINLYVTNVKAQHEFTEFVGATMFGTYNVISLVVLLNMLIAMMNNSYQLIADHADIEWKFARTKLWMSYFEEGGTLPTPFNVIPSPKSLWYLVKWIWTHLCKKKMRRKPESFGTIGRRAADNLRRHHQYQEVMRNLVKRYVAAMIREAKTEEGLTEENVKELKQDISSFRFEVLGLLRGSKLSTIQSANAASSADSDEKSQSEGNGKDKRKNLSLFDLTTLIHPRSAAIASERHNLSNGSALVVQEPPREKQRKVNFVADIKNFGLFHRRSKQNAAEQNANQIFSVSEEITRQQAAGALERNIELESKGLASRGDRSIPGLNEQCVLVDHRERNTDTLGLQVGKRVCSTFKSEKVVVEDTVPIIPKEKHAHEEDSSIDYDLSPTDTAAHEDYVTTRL
AI-2 QS mod = modulators of Vibrio harveyi AI-2 quorum sensing system; Vibrio harveyi JMH597 AI-2 luminescence/OD600 ratio, 9 h; stronger effect = lower value; strain lacks LuxN and CqsS sensors; 0 = neutral-control median; activity change, % at 7.5 µM; 0.4% of 300,000 active; AID 2094; in the data active means activity change below about -75%, passing the limit was not always enough;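 further: luminescence divided by OD600 gain over 9 h not by final OD600 alone; inactives centre near 13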
HIF act = HIF pathway transcriptional activation | U2OS HRE-luciferase reporter, luminescence; normalized: DMSO 0%, desferrioxamine 100% | AID 1910 | activation, % at 7.5 µM (by protocol) | 0.32% of 300,000 active;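 active means mean activation of at least 10% of the iron chelator positive control signal, with at least half of replicates also reaching 10%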
PolyA inhibitor = yeast polyadenylation inhibition; S. cerevisiae SKY197-pL101 polyadenylation reporter, beta-gal luminescence; efflux-impaired pdr1/pdr3 knockout yeast; score 100 = 6 SD above DMSO; calls only at 12 µM; 0.02% of 300,000 active; AID 1875;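 active means lowest replicate activity score at least 50, where 100 means six control SD above control mean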;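 further: yeast exposed to compound for 9 h at 30 °C; higher score means more reporter readthrough which indicates perturbed polyadenylation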
MrgX1 antagonist = blocks BAM8-22 activation of human MrgX1 receptor; AID 588676; Q96LB2; 1.3% of 310,000 active; MRGX1-HEK293 calcium flux, Fluo-4, BAM8-22 antagonism; stronger effect = lower value; B-score at 10 µM;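 active means calcium-response B-score plate-corrected more than 3 library SD below zero, starting fluorescence within 5 deviations, no agonist response on first addition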;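 further: peak minus trough fluorescence over baseline after final BAM8-22 challenge near maximal dose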
TRPC6 inh = mouse TRPC6 channel inhibition; B-score at 10 µM; 1.1% of 310,000 active; Q61143; HEK293-TRPC6, membrane potential dye, ACh-evoked depolarization; stronger effect = lower value;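 active means B-score under library mean minus 3 SD, initial fluorescence not abnormally high, positive integrated signal ratio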;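 further: B-score derived from integrated fluorescence ratio over the kinetic read; more negative B-score means stronger inhibition of depolarization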
TRPC4 block = blocks the mouse TRPC4 cation channel; Q9QUQ5; HEK293 TRPC4beta/mu-opioid, DAMGO-evoked Fluo4 calcium flux; stronger effect = lower value; B-score at 10 µM; 0.39% of 300,000 active; AID 2247;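 active means B-score over 3 SD under the library average, no early fluorescence shift, positive overall ratio signal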
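Assay system: TRPC4beta/mu-opioid receptor HEK293 cell line; compound dosing: single concentration per test compound; detection: Fluo4 Ca2+ flux fluorescence; evaluation: per-well B score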
TRPC6 act = activators of mouse TRPC6 channel; Q61143; HEK293-TRPC6 membrane potential dye fluorescence; stronger effect = higher value; B-score at 10 µM; 0.13% of 310,000 active;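 active means B-score of the integrated fluorescence ratio above library mean plus 3 SD, and starting fluorescence ratio within library mean plus 5 SD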;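 further: higher score means more depolarization so channel activation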
MrgX1 agonist = agonists of human MrgX1 receptor; Q96LB2; B-score at 10 µM; 0.44% of 310,000 active; MrgX1-HEK293 cells, Fluo-4 calcium fluorescence, agonist mode; stronger effect = higher value;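 active means calcium response B-score plate-corrected fluorescence ratio at least 3 library SD, with starting fluorescence B-score inside 5 SD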
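Material: HEK293 cells stably expressing human MrgX1 receptor | Quantity: 15,000 cells per well | Times: Cells plated overnight, dye loaded 0.5 h 37 °C, 0.5 h room temperature | Measured by: Kinetic Fluo-4 NW fluorescence of intracellular calcium | Control set: Positive and negative controls per plate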
TRPC4 agonist = activators of mouse TRPC4 channel. HEK293 TRPC4beta/mu-opioid, Fluo4 calcium fluorescence; stronger effect = higher value. AID 2237. Q9QUQ5. B-score at 10 µM. 0.49% of 310,000 active;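 active means B-score above 5 SD of library B-scores, and initial fluorescence ratio not above library mean plus 5 SD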;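 further: positive B-score marks a calcium rise read as TRPC4 activation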
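Assay system: HEK293 stable line with TRPC4beta plus mu-opioid receptor; schedule: 45 min room-temperature Fluo4 loading, 110 s read; technique: kinetic Fluo4 calcium fluorescence; evaluation: integrated baseline-normalised fluorescence ratio, converted to per-well B score; controls: buffer (low) and maximal DAMGO (high)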
MrgX1 allo act = human MrgX1 positive allosteric modulation, primary screen | AID 588675 | B-score at 10 µM | 0.63% of 310,000 active | Q96LB2 | MrgX1-HEK293, Fluo-4 calcium flux, FDSS; stronger effect = higher value;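 active means plate-corrected calcium response at least 3 library SD above typical, normal starting fluorescence, not activating the receptor alone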;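 further: compound read alongside a low EC10 to EC30 dose of BAM8-22 agonist; peak minus trough fluorescence over baseline measured at the second addition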
An asterisk follows results filed as active; i = inactive; x = no result given. An excerpt. The share of hits here may be higher or lower than overall.

SMILES	TRPC4 PAM	AI-2 QS mod	HIF act	PolyA inhibitor	MrgX1 antagonist	TRPC6 inh	TRPC4 block	TRPC6 act	MrgX1 agonist	TRPC4 agonist	MrgX1 allo act
O=C(Nc1ccccc1)Nc1ccc(S(=O)(=O)N2CCCCC2)cc1	i	-23	-0.3	i	i	i	i	i	i	i	i
CC(C)c1ccc(N(CC(=O)NCc2ccco2)C(=O)CCC(=O)Nc2ccccn2)cc1	i	x	-1.4	i	i	i	i	i	i	i	i
CCc1ccc(C(=O)N/N=C(\C)c2ccncc2)s1	i	15	-0.2	i	i	i	i	i	i	i	i
CCOC(=O)N1CCN(C(=O)CNC2CCCCCCC2)CC1	i	13	0.0	i	i	i	i	i	i	i	i
COc1ccc(CN2CC[C@H]3C=CC[C@@H](C(=O)N4CCOCC4)[C@H]3C2=O)cc1OC	i	9	-0.1	i	i	i	x	i	i	i	i
Cc1ccc(Cl)cc1NC(=O)C1COc2ccccc2O1 (stereo unspecified)	i	22	-0.1	i	i	i	i	i	i	i	i
O=C(NCCC(=O)N1CCc2ccccc21)c1ccco1	i	12	1.9	i	i	i	i	i	i	i	i
C=CCn1c(SCC(=O)NC(=O)NCc2ccco2)nc2sc(C)c(C)c2c1=O	i	26	-1.3	i	i	i	i	i	i	i	i
CC1(C)CC(=O)C2=C(C1)N(C1CCCCC1)C(=O)C2(O)C(F)(F)F (stereo unspecified)	i	-11	0.1	i	i	i	i	i	i	i	i
Cc1cc(NC(=O)CSc2nc3sc(C)c(C)c3c(=O)n2C2CCCC2)no1	i	23	0.1	i	i	i	i	i	i	i	i
COc1ccc(CC(=O)NNc2ncnc3c2cnn3Cc2ccccc2)cc1OC	i	0	0.0	i	i	i	i	i	i	i	i
CCOC(=O)c1[nH]c(C(=O)O)c(CCN(CC)CC)c1C	i	9	x	i	i	i	i	i	i	i	i
Cn1c(NCc2ccccc2O)nc2ccccc21	i	-11	0.8	i	i	i	-6*	i	i	i	i
O=C(NCCc1csc(-c2cccc(F)c2)n1)c1ccco1	i	11	16*	i	i	i	i	i	i	i	i
COc1cc(OCC(N)=O)cc(OC)c1OC	i	-3	x	i	i	i	i	i	i	i	i
O=C(O)c1ccc2c(=O)n3c(nc2c1)/C(=C/c1ccc(F)cc1)CC3	i	22	-33	i	i	i	i	i	i	i	i
CC12c3ccccc3C(c3ccccc31)C1C(=O)N(Cc3cccnc3)C(=O)C12 (stereo unspecified)	i	13	x	i	i	i	i	i	i	i	i
Cc1ccc(C(=O)Nc2ccc(S(=O)(=O)N3CCc4ccccc4C3)cc2)o1	i	28	-0.5	i	i	i	i	i	i	i	i
Cc1ccc(O)c(C2=NCCNC(C(F)(F)C(F)F)=C2)c1	i	24	1.0	i	i	i	i	i	i	i	i
CCCOc1ccc([N+](=O)[O-])c(N)c1	i	-46	-0.5	i	i	i	i	i	i	i	i
Cc1cc2c(N3CCCCC3C)ncnc2s1 (stereo unspecified)	i	25	-0.4	i	i	i	i	i	i	i	7.1*
Cc1cc(N/N=C/c2ccc(O)cc2O)nc(N2CCOCC2)n1	i	11	0.1	i	i	i	i	i	i	i	i
OCCC1CN(Cc2ccc3nsnc3c2)CCN1C1CCCCC1 (stereo unspecified)	i	24	0.0	i	i	-5.7*	i	i	i	i	i
COCCn1nnnc1C(CC(C)C)N1CCN(c2ccccc2)CC1 (stereo unspecified)	i	13	-0.8	i	i	i	i	i	i	i	i
CC1Cc2ccccc2N1CC(=O)NCc1ccccc1Cl (stereo unspecified)	i	14	-0.1	i	i	i	i	i	i	i	i
COc1ccc(C(CNC(=O)c2ccccc2SC)N(C)C)cc1 (stereo unspecified)	i	31	0.1	i	i	i	i	i	i	88*	i
Cc1ccc(NC(=O)c2ccc(NCc3ccc(F)cc3)nc2)cc1	i	4	0.2	i	i	i	i	i	i	i	i
C[n+]1c2n(c3ccccc31)N=C(c1ccc(-c3ccccc3)cc1)CS2	i	10	-0.1	i	-6.5*	i	i	i	i	i	i
Cc1cc(N)n2ncc(-c3ccc(F)cc3)c2n1	i	-18	4.0	i	i	i	i	i	i	i	i
N#C/C(=C(/O)CCl)c1nc2c(s1)CCc1ccccc1-2	i	24	5.0	i	i	i	i	i	i	i	i
CC(C)(C)c1ccc(-c2cn(-c3ccc(Br)cc3)c3[n+]2CCCS3)cc1	i	21	0.2	i	x	i	i	i	x	i	x
COc1ccc(S(=O)(=O)NCCSCc2ccco2)cc1Cl	i	14	0.1	i	i	i	i	i	i	i	i
COc1cc(C(=O)NC(=S)Nc2csc(-c3ccc(F)cc3)n2)cc(OC)c1OC	i	-2	-0.4	i	i	i	i	i	i	i	i
Cc1ccc(-c2nn(C)c(=O)c3ccccc23)cc1CNC(=O)c1ccco1	i	1	-0.3	i	i	i	i	i	i	i	i
COc1cccc2c(C)cc(N3CCCCCC3)nc12	i	1	-0.3	i	i	-9.4*	i	i	i	i	i
C/C(=N\NC(=O)c1nnn(-c2nonc2N)c1-c1cccs1)c1cccnc1	i	-3	0.3	i	i	i	i	i	i	i	i
O=C(Cn1cc(/C=N/O)c2ccccc21)N1CCOCC1	i	2	0.9	i	i	i	i	i	i	i	i
COc1cc(NC(=O)c2ccccc2)c(OC)cc1NC(=O)Cc1ccc(C)cc1	i	7	-0.7	i	i	i	i	i	i	i	i
Cc1ccc(NC(=O)C2CC(=O)n3c(nc4ccccc43)N2)cc1Cl (stereo unspecified)	i	23	-0.3	i	i	i	i	i	i	i	i
CC(=O)N1N=C(c2ccc(Cl)cc2)CC1c1ccc([N+](=O)[O-])cc1 (stereo unspecified)	i	12	-3.1	i	i	i	i	i	i	i	i
CN(CC(=O)Nc1cccc(F)c1)C(=O)c1cccc(-n2cccc2)c1	i	20	-24	i	i	i	i	i	i	i	i
CN(C)/C=N/c1cc(=O)n(C)c(=O)n1CC1CC1	i	-4	0.5	i	i	i	i	i	i	i	i
COc1ccc(OC)c(/C=N/NC(=O)C(=O)N/N=C/c2cc(OC)ccc2OC)c1	i	9	-3.0	i	i	i	i	i	i	i	i
Nc1nc(SCc2ccc(Cl)cc2)[nH]c(=O)c1-c1ccccc1	i	8	0.0	i	i	i	i	i	i	i	i
O=C(c1ccc(Cl)c([N+](=O)[O-])c1)N(Cc1ccccc1)C1CCS(=O)(=O)C1 (stereo unspecified)	i	18	0.0	i	i	i	i	i	i	i	i
CCOC(=O)N1CCN(Cc2nc3c(c(=O)n(C)c(=O)n3C)n2Cc2ccc(F)cc2)CC1	i	34	0.1	i	i	i	i	i	i	i	i
O=C(C1CCN(S(=O)(=O)c2ccc(-n3cnnn3)cc2)CC1)N1CCCCC1	i	7	-0.2	i	i	i	i	i	i	i	i
O=C(Nc1ccc2sccc2c1)c1ccc(Cl)s1	i	3	x	x	i	i	i	i	i	i	i
Cc1nnc(NC(=O)c2csc3c2CCCC3)s1	i	1	1.6	i	i	i	i	i	i	i	i
Cc1cccc(-c2nsc(SCC(=O)N3CCCC3)n2)c1	i	21	2.9	i	i	i	i	i	i	i	i
CC12CCC(=O)N1c1ccccc1C(=O)N2c1ccccc1 (stereo unspecified)	i	31	-0.1	i	i	i	i	i	i	i	i
CCOC(=O)c1cc2occc2n1CC(=O)NCCOC	i	19	0.0	i	i	i	i	i	i	i	i
O=C(NN=C(Cc1ccccc1)Cc1ccccc1)c1ccc(F)cc1	i	9	0.7	i	i	i	i	i	i	i	i
COc1ccc(Cl)cc1NC(=S)NCc1cccnc1	i	7	-0.5	i	i	i	i	i	i	i	i
CC(=O)Oc1ccc2oc(=O)c3c(c2c1)CCCN3C(=O)CN1CCN(c2ncccn2)CC1	i	2	0.6	i	i	i	i	i	i	i	i
Cc1cccc(NS(=O)(=O)c2nnc(NC(=O)c3cccc(C)c3)s2)c1	i	27	0.2	i	i	i	i	i	i	i	i
C=CCN(Cc1nc(-c2ccccc2)no1)C(=O)c1ccco1	i	14	0.3	i	i	i	i	i	i	i	i
CCOc1cc(CNCc2ccccc2)ccc1OCc1ccc(Cl)cc1	i	25	-22	i	i	i	i	i	i	i	i
COC(=O)C1=CN(CC2CCCO2)C=C(C(=O)OC)C1c1cc(OC)c(OC)c(OC)c1 (stereo unspecified)	i	2	-0.6	i	i	i	i	i	i	i	i
CC(C)N1CCC(N2CCN(C3CCCCCC3)CC2CCO)CC1 (stereo unspecified)	i	15	-0.4	i	i	i	i	i	i	i	i

Remaining list, next part
SMILES	TRPC4 PAM	AI-2 QS mod	HIF act	PolyA inhibitor	MrgX1 antagonist	TRPC6 inh	TRPC4 block	TRPC6 act	MrgX1 agonist	TRPC4 agonist	MrgX1 allo act
COc1ccc(N2C(C)=CS/C2=C(/C#N)c2nnc(N3CCOCC3)n2-c2ccccc2)cc1	i	11	x	i	i	i	i	i	i	i	i
O=C(COc1ccccc1)NC(=S)Nc1cccc2cc(O)ccc12	i	24	-0.1	i	i	i	i	i	i	i	i
Cc1ccc2cccc(OCC(=O)Nc3ccc4c(c3)OCO4)c2n1	i	19	-0.8	i	i	i	i	i	i	i	i
CCn1c(SCC(=O)Nc2cccc(C)c2)nc2ccccc2c1=O	i	16	-0.3	i	i	i	i	i	i	i	i
CSCCC(NC(=O)c1cccc(C)c1)C(=O)Nc1sccc1C(N)=O (stereo unspecified)	i	-3	-1.0	i	i	i	i	i	i	i	i

Record cards (already shown). Order of values: TRPC4 PAM, AI-2 QS mod, HIF act, PolyA inhibitor, MrgX1 antagonist, TRPC6 inh, TRPC4 block, TRPC6 act, MrgX1 agonist, TRPC4 agonist, MrgX1 allo act
Listed for `Cc1ccc2cccc(OCC(=O)Nc3ccc4c(c3)OCO4)c2n1` = i, 19, -0.8, i, i, i, i, i, i, i, i
Listed for `O=C(COc1ccccc1)NC(=S)Nc1cccc2cc(O)ccc12` = i, 24, -0.1, i, i, i, i, i, i, i, i
Listed for `CSCCC(NC(=O)c1cccc(C)c1)C(=O)Nc1sccc1C(N)=O` (stereo unspecified) = i, -3, -1.0, i, i, i, i, i, i, i, i
Listed for `CCn1c(SCC(=O)Nc2cccc(C)c2)nc2ccccc2c1=O` = i, 16, -0.3, i, i, i, i, i, i, i, i
Listed for `COc1ccc(N2C(C)=CS/C2=C(/C#N)c2nnc(N3CCOCC3)n2-c2ccccc2)cc1` = i, 11, x, i, i, i, i, i, i, i, i
